Screens deposited in PubChem BioAssay by several laboratories.
TNF death inh: TNF-alpha cell death inhibition in Jurkat FADD-/- cells. 0.068% of 220,000 active. activation (protection from cell death), % at 10 µM. AID 463075. Jurkat FADD-/- TNF necroptosis rescue, ATP luminescence, 24 h; 0 = TNF only, 100 = no-TNF cells;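 active = activation, meaning protection from cell death, of at least 50% relative to plate controls; inactive = activation below 50%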;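 note: necroptosis triggered by 40 ng/mL TNF-alpha added together with compound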
thrombin 1536: blocks human thrombin protease activity; P00734; alpha-thrombin, Boc-VPR-AMC fluorogenic substrate cleavage; inhibition, % at 5 µM; 0.26% of 220,000 active;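 active = inhibition at or above 40%; inactive = inhibition below 40%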;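 note: 0% = enzyme with no compound and 100% = wells without enzyme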
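Material: Human alpha-thrombin protein | Buffer or medium: pH 7.5 Tris-saline with Tween 20 | Reagent: Boc-VPR-AMC substrate, 15 µM final | Schedule: Reaction at ambient temperature | Detection: AMC fluorescence at 355 nm excitation and 460 nm emission | Evaluation: Percent inhibition scaled between no-compound controls and no-enzyme blanks | Controls: no-compound enzyme wells and no-enzyme blanks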
Rad51 HR inh: Rad51 (human) homologous recombination inhibition; AID 1385; hRad51 DNA strand exchange, fluorescence dequenching; Q06609; inhibition, % at 10 µM; 0.085% of 200,000 active;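 active = inhibition above 40% at the single screening dose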;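 note: 0% = DMSO control wells and 100% = blanks with heterologous ssDNA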
Target sequence (Q06609 whole entry, looked up): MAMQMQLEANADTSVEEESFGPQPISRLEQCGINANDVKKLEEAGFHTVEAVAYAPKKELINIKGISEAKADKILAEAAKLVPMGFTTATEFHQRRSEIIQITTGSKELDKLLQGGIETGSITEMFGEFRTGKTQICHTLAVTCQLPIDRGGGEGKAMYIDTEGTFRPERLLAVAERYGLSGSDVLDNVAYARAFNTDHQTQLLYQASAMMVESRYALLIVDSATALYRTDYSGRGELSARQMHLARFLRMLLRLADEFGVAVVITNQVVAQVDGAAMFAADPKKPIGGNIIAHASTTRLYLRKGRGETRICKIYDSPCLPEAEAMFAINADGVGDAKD
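Test system: preformed human Rad51 ssDNA filaments. Compound dosing: single dose, 10 µM final compound. Incubation: filaments 15 min 37 °C, then compound 30 min. Technique: FRET fluorescence dequenching, excitation 485 nm, emission 520 nm. Read-out basis: percent inhibition from fluorescence, normalised to plate control and blank means. Benchmarks: plate controls and plate blanks.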
FXIa inh: inhibitors of human coagulation factor XIa; P03951; purified FXIa, Boc-Glu-Ala-Arg-AMC fluorogenic substrate; inhibition, % at 5 µM; 0.14% of 220,000 active; AID 798;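 active = inhibition of at least 40%; inactive = inhibition below 40%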;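 note: fluorescence of freed AMC excited at 355 nm; 0% = enzyme without compound and 100% = no enzyme blank; many of its hits are not listed in these tables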
Target sequence (P03951 19-387 limits assumed): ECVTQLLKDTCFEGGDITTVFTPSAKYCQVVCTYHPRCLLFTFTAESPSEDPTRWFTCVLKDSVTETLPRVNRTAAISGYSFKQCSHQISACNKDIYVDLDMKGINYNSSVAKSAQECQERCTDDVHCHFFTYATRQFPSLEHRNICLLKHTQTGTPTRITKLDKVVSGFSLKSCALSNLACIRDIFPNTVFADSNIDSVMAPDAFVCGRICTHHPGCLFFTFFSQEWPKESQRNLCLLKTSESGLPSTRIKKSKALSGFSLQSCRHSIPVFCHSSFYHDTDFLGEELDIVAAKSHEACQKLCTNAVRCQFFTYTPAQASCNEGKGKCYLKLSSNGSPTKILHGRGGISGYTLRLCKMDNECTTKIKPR
Target sequence (P03951 388-625 limits assumed): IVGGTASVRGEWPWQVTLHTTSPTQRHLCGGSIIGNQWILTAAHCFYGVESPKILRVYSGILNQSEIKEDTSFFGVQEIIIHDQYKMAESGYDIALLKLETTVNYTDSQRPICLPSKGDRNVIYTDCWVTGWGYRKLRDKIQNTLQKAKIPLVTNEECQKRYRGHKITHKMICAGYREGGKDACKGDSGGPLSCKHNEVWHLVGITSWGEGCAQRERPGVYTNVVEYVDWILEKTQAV
FXIIa inh: blocks human coagulation factor XIIa protease activity; 0.3% of 220,000 active; P00748; purified FXIIa, Boc-QGR-AMC fluorogenic substrate, 2 h; AID 800; inhibition, % at 5 µM; in the data active = inhibition above about 40%;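 note: 0% = enzyme with no compound and 100% = blank without enzyme; many of its hits are not listed in these tables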
zVAD death inh: L929 zVAD cell death inhibition. L929 zVAD necroptosis rescue, ATP luminescence, 24 h; with zVAD 60 µM. viability rescue, % at 10 µM. 0.38% of 220,000 active. AID 1377;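 active = activation, scaled between plate controls, above about 75%, limit read from the data; inactive = activation under that limit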;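 note: 0% = zVAD with DMSO and 100% = DMSO alone without zVAD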
Hck-Nef inh: blocks Nef-activated human Hck kinase; P08631; Recombinant Hck-YEEI plus Nef, Z-Lyte FRET kinase assay; inhibition, % at 20 µM; 0.68% of 220,000 active;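 active = Hck-Nef kinase inhibition above about 50%, limit read from the data; inactive = inhibition below that limit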;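 note: 0% = DMSO with Hck plus Nef and 100% = Hck alone without Nef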
hK5 inh: inhibitors of human kallikrein 5; recombinant hK5, fluorogenic AMC substrate cleavage; inhibition, % at 5 µM; 0.59% of 210,000 active; AID 873;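 active = inhibition of 40% or more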;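 note: 0% = enzyme controls without compound and 100% = no-enzyme blanks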
Cl transport mod: modulators of human KCC2 chloride dependent transport; Q9H2X9; AID 1456; 2.2% of 190,000 active; KCC2 cells, thallium flux FluoZin-2 fluorescence; B-score of Tl+ flux slope (higher = more flux/activation; lower = inhibition) at 10 µM;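 active = thallium flux slope and its plate-corrected score both differing from the plate sample mean at a set confidence after two filtering rounds, in either direction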;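 note: slope of fluorescence scaled to starting intensity during 10 to 20 s after thallium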
An asterisk follows results filed as active; . = no result given. An excerpt; rates above refer to the full screens.

No.	Structure	Rad51 HR inh	FXIIa inh	thrombin 1536	Hck-Nef inh	zVAD death inh	FXIa inh	Cl transport mod	TNF death inh	hK5 inh
1	CC(C)n1c(SCC(=O)N2CCCC2)nc2c1c(=O)n(C)c(=O)n2C	-5	12	2	-5	2.5	4	-0.13	-2.5	-19
2	Cc1ccc(C(=O)/C=C/c2ccccc2)o1	1	6	-2	7	0.6	-1	0.13	0.1	-2
3	O=C(NCCC1=CCCCC1)c1ccc(Cl)c(S(=O)(=O)N2CCOCC2)c1	3	10	-1	-21	0.0	4	-0.14	-2.8	-8
4	COc1cc(C(=O)Nc2ccc(C)cn2)c([N+](=O)[O-])cc1OC	1	.	-7	-26	1.4	-6	-0.31	0.1	-4
5	O=C(COc1ccccc1)NCCc1cn2ccsc2n1	1	6	3	1	2.7	1	0.27	0.6	-7
6	CCN(CC)C(=O)c1ccccc1NC(=O)c1ccccc1SC	.	12	-2	-4	0.5	-1	1.5	-0.4	.
7	CC(=O)N/C(=C/c1ccc(OC(F)F)cc1)C(=O)O	5	7	-8	5	0.3	3	0.72	0.4	-12
8	COC(=O)c1ccc(CN2CCN(CCc3ccccc3)C(CCO)C2)cc1 (stereo unspecified)	6	1	9	15	0.1	-4	0.84	0.7	0
9	Cc1occc1C(=O)NNC(=S)NCC(C)C	-3	7	1	0	-0.1	5	-0.17	0.8	-10
10	Cc1cc(C)n(-c2c(F)c(F)c(CN3CCOCC3)c(F)c2F)n1	-6	13	2	-4	2.2	6	0.018	1.5	-23
11	CCN(CC)CCCNc1oc(-c2cccc(Cl)c2)nc1C#N	-9	25	0	-1	1.3	17	0.39	1.4	-19
12	C=CCn1c(SCC(=O)N2CCc3ccccc3C2)nnc1-c1ccncc1	3	3	-10	5	0.3	3	-2.8	2.1	-19
13	O=C1C2C(C(=O)N1Cc1cccnc1)C1C=CC2C12CC2 (stereo unspecified)	2	20	1	0	-0.2	5	-1.3	-1.5	-11
14	Cc1ccc(NC(N)=S)cc1C	-9	6	-8	1	0.3	0	1.5	-0.7	-1
15	CCc1ccc(OCC(=O)Nc2ccc(-c3nc4ccccc4o3)c(O)c2)cc1	3	1	-10	7	0.3	-1	0.19	-2.7	-67
16	C=CCN1C(=O)NC2(CCCCC2)C1=O	4	5	-4	0	2.9	-3	0.22	1.7	-7
17	Cc1cc(C)nc(N/N=C/c2cc(Br)ccc2O)n1	12	0	-3	15	2.3	-2	0.11	-5.3	-9
18	Cc1ccc(C)c(Cn2c(C(C)O)nc3ccccc32)c1 (stereo unspecified)	-1	17	5	7	-0.7	6	-0.91	-2.5	-4
19	CCSc1nc2c(c(=O)n1-c1ccc(F)cc1)SCC2	-2	15	4	-8	-0.3	11	-1.4	-1.9	-1
20	C/C(=N\NC(=O)C1CC1c1ccccc1)c1cccs1 (stereo unspecified)	3	16	3	0	1.5	-8	0.53	-2.4	12
21	COc1ccccc1N1C(=O)CC(N(O)c2ccccc2)C1=O (stereo unspecified)	16	10	-1	2	0.0	6	0.97	0.5	-2
22	COc1ccc(C(CC(=O)O)NC(=O)C2CCCCC2)cc1 (stereo unspecified)	-4	17	5	-1	2.7	4	.	0.6	-6
23	CCOC(=O)C1CCN(C(=O)C2CCCCC2)CC1	-8	8	-3	3	-0.5	-6	1.2	-0.7	-3
24	Cc1ccc(CSCC(=O)N/N=C/c2sccc2C)cc1	-9	8	-2	-13	0.2	-8	-0.024	-0.5	-24
25	Cc1ccc(C(=O)/C=C/Nc2ccccc2C(N)=O)o1	-5	-5	2	12	-0.3	-4	.	-3.4	-12
26	COc1ccc(C(C(=O)NCC2CCCO2)N(C(=O)CNC(=O)c2cccs2)c2ccc(C(C)=O)cc2)cc1OC (stereo unspecified)	6	0	-4	-5	-0.2	-6	-0.27	0.9	-11
27	CC(=O)c1cc(-c2ccccc2)n(CCC(=O)NC(C)(C)C)c1C	-2	-1	17	9	0.7	-4	-0.34	2.6	-7
28	COc1ccc(NC(=O)/C(C#N)=C/c2ccc(OCc3ccccc3F)cc2)cc1	0	15	3	1	-0.3	6	0.55	1.6	6
29	CCOC(=O)N1CCN(C(=O)c2ccc3c(=O)n(CCC4=CCCCC4)c(=O)[nH]c3c2)CC1	-3	0	-12	6	-0.2	0	.	-12	-4
30	COc1ccc([N+](=O)[O-])cc1NC(=O)C(C)Sc1nc(-c2ccccc2)cs1 (stereo unspecified)	7	8	-2	1	1.4	8	-0.082	0.0	-2
31	O=C1NCCN(Cc2c(F)cccc2Cl)C1CC(=O)N1CCCO1 (stereo unspecified)	.	8	-4	0	1.9	-1	-0.049	1.1	.
32	Cc1cc(C(=O)CSc2nnc(-c3cccnc3)n2-c2ccccc2F)c(C)n1CC1CCCO1 (stereo unspecified)	0	8	-7	2	-0.8	-8	-0.6	-0.2	-15
33	COc1ccc(NC(=O)CCNS(=O)(=O)c2ccc3c(c2)c(=O)n(C)c(=O)n3C)c(OC)c1	.	11	-3	4	.	5	0.086	1.6	-2
34	CSCc1cc(N2CCOCC2)nc(SCc2ccc(Cl)cc2Cl)n1	.	2	11	1	-0.1	-6	0.52	-7.7	-16
35	Cn1ncc(Br)c1C(=O)N1CCOCC1	0	10	-6	7	0.9	2	0.22	1.6	-10
36	CCOc1ccc2nc(NC(=O)CC3Oc4ccccc4NC3=O)sc2c1 (stereo unspecified)	.	9	0	18	4.6	5	-0.36	0.1	4
37	Cc1ccc(NC(=O)NCc2ccc3c(c2)OCO3)cc1C	.	11	0	-8	0.5	2	0	-0.2	.
38	O=c1nc(/C=C/c2cc([N+](=O)[O-])ccc2Cl)cc(C(F)(F)F)[nH]1	-1	8	-3	3	0.0	1	-1.6	-10	-2
39	CCN(CC)S(=O)(=O)c1ccc(NC(=O)c2cccnc2Cl)c(NC(=O)c2cccnc2Cl)c1	-2	3	-5	-5	82*	-3	0.94	-9.9	-3
40	N#CCCSc1ncnc2c1oc1ccccc12	-11	9	-5	0	0.3	2	-1.5	-3.6	-6
41	c1ccc(CCC2CCCCN2Cc2cn[nH]c2-c2cc3ccccc3o2)nc1 (stereo unspecified)	3	10	-1	9	-0.3	1	.	1.5	.
42	CCCCNc1ccccc1C(=O)OCC(=O)Nc1ccc(S(N)(=O)=O)cc1	1	-6	-7	0	0.1	-9	-0.57	-0.3	-13
43	Cc1ccnc(SCC(=O)N2CCN(c3ccccc3)CC2)n1	-2	12	1	13	-0.1	5	0.79	-1.1	-5
44	Nc1n[nH]c(-c2ccc(Br)cc2)c1Cl	7	6	-6	2	62	-7	-0.031	-7.2	8
45	CCn1c(SCc2ccccc2)nnc1C1CCN(S(=O)(=O)c2ccc(OC)cc2)CC1	3	18	5	2	-0.7	5	.	-4.9	-1
46	COC(=O)c1ccc(Cl)cc1N(Cc1c(F)cccc1Cl)S(C)(=O)=O	3	5	-2	17	-1.0	3	.	-1.6	-1
47	Cc1ccc(-c2cnc(SCC(=O)N3CCCc4ccccc43)n2C)cc1	-4	17	3	2	-0.1	-2	.	-6.0	1
48	CCCn1nc2ccccc2c1P(=N)(N1CCOCC1)N1CCOCC1	4	23	7	0	0.2	16	.	0.5	-1
49	Cc1oc(-c2ccccc2F)nc1CN1CCC(C(=O)NCc2cccs2)CC1	7	5	0	-1	-0.4	3	0.23	0.3	1
50	CSc1c(C#N)c(N)c(C#N)c2c1COC(C)(C)C2	0	12	-2	10	0.1	-2	-0.8	-4.4	-7
51	O=C1/C(=C/c2ccccn2)SC(=S)N1c1cccc(O)c1	3	3	1	19	-0.3	3	0.1	-2.6	5
52	O=S(=O)(Cc1ccccc1)N1CCC(c2nc(-c3cccs3)no2)CC1	2	9	-1	0	2.1	-2	.	-0.3	16
53	CCCCNC(=O)/C(C#N)=C/c1ccc2c(c1)OCCO2	-6	12	-2	3	1.3	2	0.16	-1.2	-4
54	CCN1CCN(CCCNC(=O)Cn2cc3c(n2)CCCC3)CC1	-3	-1	-2	0	-0.4	-4	0.67	0.7	0
55	COc1ccc(CNC(=O)CCNS(=O)(=O)c2cccc3nsnc23)cc1	4	2	-11	154*	0.3	-5	-0.36	1.3	-3
56	CS(=O)(=O)NCCSCc1ccccc1	1	-1	-2	1	0.1	0	-0.85	-0.2	-15
57	CCc1nnc(NC(=O)CSc2nnc(Cc3cccn3C)n2C)s1	0	10	-4	0	-0.1	1	0.15	1.1	-17
58	CC(=O)C1=C(O)C(=O)N(Cc2ccccc2)C1c1cccs1 (stereo unspecified)	-6	20	-3	0	0.6	1	-0.85	0.9	0
59	COc1ccnc(N2CCN(c3cccc(C(F)(F)F)c3)CC2)c1C#N	5	12	-3	-1	0.0	0	.	-5.7	-6
60	N#CCCn1c2ccccc2c2nc3ccccc3nc21	12	6	-2	2	0.2	1	-0.17	0.4	-6

Next part
No.	Structure	Rad51 HR inh	FXIIa inh	thrombin 1536	Hck-Nef inh	zVAD death inh	FXIa inh	Cl transport mod	TNF death inh	hK5 inh
61	COc1ccc(N2CCN(c3nc(NCCO)nc(N4CCOCC4)n3)CC2)cc1	10	20	2	7	-0.6	6	-0.11	0.0	-8
62	COc1ccc(-c2coc3cc(O)cc(O)c3c2=O)cc1	4	8	.	2	1.2	1	-5.2	-1.5	-14
63	CC1CN(C(=O)COc2ncnc3ccccc23)CC(C)O1 (stereo unspecified)	0	17	4	1	0.1	0	0.55	-0.5	5
64	CCCCn1c(SCC(=O)NC(C)(C)C)nnc1-c1ccco1	-3	2	0	1	-0.1	-2	0.77	-2.8	-4
